# Screening data deposited in PubChem BioAssay by several laboratories.
# KCNK3 block: human KCNK3 channel inhibition, primary screen; hit rate 0.84% among 340,000; B-score at 10 µM; CHO-KCNK3 thallium flux, FluxOR fluorescence; stronger effect = lower value; O14649;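 active means B-score under library mean minus 4 SD, starting fluorescence ratio at most library mean plus 5 SD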;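 further: more negative B-score means stronger inhibition of thallium flux through KCNK3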
# Target sequence (O14649 whole entry, looked up): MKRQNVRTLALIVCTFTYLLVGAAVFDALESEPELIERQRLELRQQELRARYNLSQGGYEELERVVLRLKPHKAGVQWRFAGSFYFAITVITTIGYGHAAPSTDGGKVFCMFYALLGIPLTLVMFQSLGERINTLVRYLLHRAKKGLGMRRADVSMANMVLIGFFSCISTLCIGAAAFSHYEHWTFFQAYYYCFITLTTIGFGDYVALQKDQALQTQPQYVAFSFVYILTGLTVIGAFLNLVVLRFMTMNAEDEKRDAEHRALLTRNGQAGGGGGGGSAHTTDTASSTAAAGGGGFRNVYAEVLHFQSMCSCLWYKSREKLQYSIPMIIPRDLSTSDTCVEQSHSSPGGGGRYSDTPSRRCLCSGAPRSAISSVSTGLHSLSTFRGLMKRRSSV
# hERG protect: hERG (human) protection from proarrhythmic block; Q12809; CHO-hERG, FluxOR thallium flux, dofetilide IC70 present; activation (rescue from dofetilide block), less the hit threshold, % at 10 µM; hit rate 0.51% among 310,000;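 active means activation above the mean of controls blocked by dofetilide plus 5 SD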;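 further: thallium influx through hERG after potassium depolarization seen as dye fluorescence rise; in these data hits start at about 4.7%; inactives centre near -7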
# Dyrk1A ADPGlo: Dyrk1A (rat) kinase inhibition. inhibition, % at 12.5 µM. AID 504441. ADP-Glo luminescence, NFATc1 peptide. Q63470. hit rate 0.43% among 310,000; in the data active means inhibition above about 50%;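 further: plate controls were vehicle with enzyme for no effect and no enzyme for full effect; many of its hits are not listed in these tables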
# TRPC4 agonist: activators of mouse TRPC4 channel | HEK293 TRPC4beta/mu-opioid, Fluo4 calcium fluorescence; stronger effect = higher value | B-score at 10 µM | hit rate 0.49% among 310,000;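 active means B-score above 5 SD of library B-scores, and initial fluorescence ratio not above library mean plus 5 SD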;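 further: positive B-score marks a calcium rise read as TRPC4 activation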
#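 Test system: HEK293 cells stably co-expressing mouse TRPC4beta and mu-opioid receptor | Schedule: Fluo4 dye loading 45 min at room temperature, 110 s recording | Measured by: Kinetic Fluo4 calcium fluorescence, 5 s baseline at 1 Hz | Evaluation: B score of integrated ratio | Controls: Buffer (low) and maximal DAMGO (high)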
# TRPC4 block: blocks the mouse TRPC4 cation channel; HEK293 TRPC4beta/mu-opioid, DAMGO-evoked Fluo4 calcium flux; stronger effect = lower value; B-score at 10 µM; hit rate 0.39% among 300,000; AID 2247;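 active means B-score over 3 SD under the library average, no early fluorescence shift, positive overall ratio signal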
#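 Assay system – HEK293 line stably carrying TRPC4beta and mu-opioid receptor · Doses – single dose · Detection – Fluo4 calcium-dye fluorescence, kinetic read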
# Platelet DG rel: modulates dense granule release in human platelets; human platelet-rich plasma, SFLLRN dense granule ATP release, luminescence; inhibition, %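 (compounds screened at 7.5 µM in platelet-rich plasma)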; hit rate 0.22% among 300,000; AID 1663;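 active means mean replicate score, as percent of positive control, at or above 50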
# TRPC4 potent: allosterically enhances the mouse TRPC4 cation channel; Q9QUQ5; HEK293 TRPC4beta/mu-opioid, DAMGO EC20, Fluo-4 Ca2+ flux; stronger effect = higher value; B-score at 10 µM; hit rate 0.42% among 310,000; AID 2227;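 active means B-score of calcium response area above 5 SD of library B-scores, with initial fluorescence ratio within 5 SD of library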;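 further: B-score of integrated fluorescence ratio over time as area under calcium response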
# KCNQ1 inh: human KCNQ1 channel inhibition. AID 2642. B-score at 10 µM. CHO-K1 KCNQ1, FluxOR thallium flux fluorescence; stronger effect = higher value. P51787. hit rate 1.3% among 310,000;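 active means compounds whose thallium flux B-score, printed positive for inhibition, exceeds three library SD while starting fluorescence stays within three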;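 further: channel opened by potassium depolarization with thallium stimulus after 20 min compound exposure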
# Target sequence (P51787 whole entry, looked up): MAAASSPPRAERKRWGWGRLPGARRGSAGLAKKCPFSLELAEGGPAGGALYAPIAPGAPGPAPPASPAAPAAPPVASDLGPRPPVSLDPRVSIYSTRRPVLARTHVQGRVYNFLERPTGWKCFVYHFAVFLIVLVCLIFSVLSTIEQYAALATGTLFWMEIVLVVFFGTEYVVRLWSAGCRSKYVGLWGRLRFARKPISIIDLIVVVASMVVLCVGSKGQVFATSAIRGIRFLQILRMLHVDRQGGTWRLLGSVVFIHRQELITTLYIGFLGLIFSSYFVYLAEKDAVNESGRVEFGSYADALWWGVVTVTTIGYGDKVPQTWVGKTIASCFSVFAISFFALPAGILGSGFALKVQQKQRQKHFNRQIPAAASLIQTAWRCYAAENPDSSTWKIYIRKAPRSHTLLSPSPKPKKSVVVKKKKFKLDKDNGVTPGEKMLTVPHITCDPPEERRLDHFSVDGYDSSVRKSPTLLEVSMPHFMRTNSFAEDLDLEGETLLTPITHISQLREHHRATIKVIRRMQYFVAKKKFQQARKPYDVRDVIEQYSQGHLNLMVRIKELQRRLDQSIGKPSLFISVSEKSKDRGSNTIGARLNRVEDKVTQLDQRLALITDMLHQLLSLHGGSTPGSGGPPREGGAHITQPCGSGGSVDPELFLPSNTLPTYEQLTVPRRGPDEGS
# PolyA inhibitor: inhibitors of polyadenylation in S. cerevisiae; calls only at 12 µM; S. cerevisiae SKY197-pL101 polyadenylation reporter, beta-gal luminescence; efflux-impaired pdr1/pdr3 knockout yeast; score 100 = 6 SD above DMSO; hit rate 0.02% among 300,000;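 active means lowest replicate activity score at least 50, where 100 means six control SD above control mean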;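 further: yeast exposed to compound for 9 h at 30 °C; higher score means more reporter readthrough which indicates perturbed polyadenylation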
# KCNK9 inh: inhibitors of human KCNK9 two-pore domain potassium channel. HEK293 KCNK9, FluxOR thallium flux fluorescence; stronger effect = lower value. B-score at 10 µM. hit rate 1.2% among 310,000;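 active means ratio B-score over 3 SD below the library mean, with starting fluorescence within 5 SD of its mean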;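 further: negative B-score means less thallium flux so channel inhibition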
# KCNQ1 act: potentiators or activators of human KCNQ1 potassium channel; P51787; CHO-K1 KCNQ1, thallium flux FluxOR fluorescence; stronger effect = higher value; B-score at 10 µM; hit rate 0.35% among 310,000; AID 2648;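 active means fluorescence ratio B-score, a plate-corrected score, at least three library SD, with initial intensity B-score within 5 SD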
#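 Doses: Single concentration per compound, DMSO matched to controls | Test system: KCNQ1-transfected CHO-K1 cells | Timing: 90 min dye loading and 20 min compound exposure, both at room temperature | Measured by: Kinetic FluxOR thallium fluorescence, 10-s 1-Hz baseline, 110-s post-stimulus read | Medium: Assay buffer with matched DMSO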
# Starred values were filed as active, the others as inactive; i = inactive; · = not tested or not shown. Not all compounds are listed; the hit share may differ from the screen's.
compound	KCNK3 block	hERG protect	Dyrk1A ADPGlo	TRPC4 agonist	TRPC4 block	Platelet DG rel	TRPC4 potent	KCNQ1 inh	PolyA inhibitor	KCNK9 inh	KCNQ1 act
Cc1nc([N+](=O)[O-])c(Br)n1CC(=O)c1ccc(Cl)cc1	i	-6.2	-0.9	i	i	0.4	i	i	i	i	i
CC(C)Oc1ccc(C2CC(=O)N(Nc3ccc([N+](=O)[O-])cc3[N+](=O)[O-])C2=O)cc1 (centres undefined)	i	-4.7	17.4	i	i	-4.2	i	i	i	i	i
Cn1c(-c2ccccc2)cc2c3no[n+]([O-])c3ccc21	i	-7.2	10.8	i	i	0.4	i	i	i	i	i
Cc1cccc(CCNC(=O)C2CCC(CNS(=O)(=O)c3cccs3)CC2)c1 (centres undefined)	i	-14.8	-3.4	i	i	8.0	i	i	i	i	i
CC(C)c1ccc(NC(=O)COc2ccc(F)cc2C(=O)c2cnn(-c3ccccc3)c2)cc1	i	-9.6	1.5	i	i	0.3	i	i	i	i	i
O=C(COc1ccc(/C=N/NS(=O)(=O)c2ccccc2)cc1)Nc1ccc(F)cc1	i	-9.2	4.3	i	i	-14.9	i	i	i	i	i
CC1CC(C)(C)NC(=O)O1 (centres undefined)	i	-4.0	10.4	i	i	1.7	i	i	i	i	i
O=C(CCCC(=O)N1CCCC1)N1CCCC1	i	-8.3	-7.8	i	i	7.9	i	i	i	i	i
O=S(=O)(NC1CCCC1)c1cccc(S(=O)(=O)N2CCC(n3nnc4ccccc43)CC2)c1	i	-11.8	-4.1	i	i	0.9	i	i	i	i	i
CCN1CCN(C(c2cccc(OC)c2)c2sc3nc(C)nn3c2O)CC1 (centres undefined)	i	-10.3	-2.3	i	i	-13.1	i	i	i	i	i
Cn1c(=O)c2c(nc(N/N=C/c3cccnc3)n2Cc2ccc(F)cc2)n(C)c1=O	i	-1.2	25.6	i	i	-4.7	i	i	i	i	i
N#Cc1ccc(CSc2nnc(-c3cccnc3)o2)cc1	i	-1.5	-1.9	i	i	-0.9	i	i	i	i	i
CC(C)CCNC(=O)c1ccc2nc[nH]c2c1	i	-10.9	4.7	i	i	4.6	i	i	·	i	i
CCOc1ccc(-c2nc(N)ncc2-c2ccccc2)c(O)c1	i	-11.7	10.4	i	i	-4.3	i	i	i	i	i
CCN(CC)S(=O)(=O)c1ccc2c(c1)nc(SCC(=O)N1CCOCC1)n2-c1ccccc1OC	i	-16.2	-5.9	i	i	-0.5	i	i	i	i	i
CC(C)(C)NC(=O)C(=O)NNC(=O)c1cccc([N+](=O)[O-])c1	i	0.5	-4.1	i	i	0.7	i	i	i	i	i
COc1ccc(-c2n[nH]c(C)c2-c2ccccc2OC)c(O)c1	i	-10.6	-3.3	i	-6*	-1.8	i	i	i	i	i
CCn1c(SCC(=O)c2ccc(O)c(O)c2)nnc1-c1ccccc1	i	-2.1	-5.5	i	i	-0.6	i	i	i	i	i
CCN(CC)C(=O)c1sc(NC(=O)c2ccco2)c(C#N)c1C	i	-3.1	1.5	i	i	-1.1	i	i	i	i	i
Cn1c(NC(=O)c2ccccc2)nc2ccccc21	i	2.8	4.4	i	i	21.1	i	i	i	i	i
COc1ccc(OC)c2sc(NC(=O)CCS(=O)(=O)c3ccccc3)nc12	i	-8.8	-3.6	i	i	7.3	i	i	i	i	i
COCCNc1nc2c(-c3cccc(C(F)(F)F)c3)nnn2c2ccccc12	i	-5.0	2.0	i	i	-5.4	i	i	i	i	i
Cc1ccc(S(=O)(=O)N2CCCCC2)cc1NC(=O)CSc1nnnn1C	i	-10.3	-1.9	i	i	1.9	i	i	i	i	i
COc1ccc(C2CC(=O)c3cnc(NC(=O)c4ccco4)nc3C2)cc1 (centres undefined)	i	-10.6	-0.6	i	i	-4.4	i	i	i	i	i
Cc1ccccc1Nc1nnc(SCC(=O)NC(=O)Nc2ccc3c(c2)OCCO3)s1	·	-6.8	·	i	i	-9.3	i	i	i	i	i
Cc1ccc2nc(SCC(=O)Nc3ccc(C)c(Cl)c3)nc(=O)n2c1	i	-4.7	4.5	i	i	-4.8	i	i	i	i	i
CCn1cc([N+](=O)[O-])c(C(=O)N2CCCCCC2)n1	i	-5.5	-0.3	i	i	4.0	i	i	i	i	i
COc1cccc(NC(=O)COC(=O)CCCC2=NS(=O)(=O)c3ccccc3N2)c1	i	-5.1	32.4	i	i	5.1	i	i	i	i	i
Cc1ccc(-n2c(-c3ccccc3)cc(=O)nc2C)cc1	i	1.4	-0.1	i	i	-0.8	i	i	i	i	i
CCOc1ccccc1/C=N/NC(=O)c1c(C)nc2ccc(Br)cn12	i	-4.8	-0.7	i	i	1.2	i	i	i	i	i
COc1ccc(-n2c(=O)[nH]cc(C(=O)Nc3ccc(NC(C)=O)cc3)c2=O)cc1	i	2.2	3.0	i	i	-0.6	i	i	i	i	i
CN(C)/C=N/c1c(C#N)nnn1Cc1ccccc1	i	-2.5	-0.4	i	i	-3.4	i	i	i	i	i
Cc1ccc(Cn2cccc(NS(C)(=O)=O)c2=O)cc1	i	0.0	0.2	i	i	-0.8	i	i	i	i	i
CC(=O)Cc1nsc(NC(=O)c2cc(-c3ccc(Cl)c(Cl)c3)oc2C)n1	i	-9.9	·	i	i	-0.3	i	i	i	i	i
Cc1ccc(S(=O)(=O)N2CCOCC2)cc1NC(=O)CSc1nnc2cc(C)c3ccccc3n12	i	-14.3	0.5	i	i	13.0	i	i	i	i	i
COc1ccc(C2CC(c3cccs3)=NN2C(=O)CN2CCCCC2)cc1 (centres undefined)	i	-8.6	-4.0	i	i	-0.7	i	i	i	i	i
O=C(O)c1ccccc1-c1ccc(/C=C2\SC(=O)N(c3ccccc3)C2=O)o1	i	-0.1	·	i	i	-2.7	i	i	i	i	i
COc1ccc(/C(N)=N/OC(=O)N2CCOCC2)cc1	i	-9.1	-0.5	i	i	-9.6	i	i	i	i	i
CC(=O)c1ccc(OC(=O)C2c3ccccc3Oc3ccccc32)cc1	i	-5.3	22.2	i	i	-5.8	i	i	i	i	i
Cc1ccccc1N(CC(=O)NC1CCCC1)C(=O)CS(=O)CC(=O)Nc1ccc2c(c1)OCO2 (centres undefined)	i	-6.0	-6.4	i	i	10.6	i	i	i	i	i
O=C(CCN1CCN(C(c2ccccc2)c2ccccc2)CC1)N/N=C/c1ccc(O)cc1O	i	-11.5	3.8	i	i	9.8	i	i	i	i	i
CCCn1c(SCC(=O)N2CCN(c3ccc(OC)cc3)CC2)nc2c1c(=O)n(C)c(=O)n2C	i	-18.8	0.5	i	i	4.2	i	i	i	i	i
COc1ccc2[nH]c(=O)c(CN(C)C(=O)c3ccncc3)cc2c1	i	-9.0	-14.9	i	i	-2.1	i	i	i	i	i
Cc1nn(C)c(Cl)c1C(N)=O	i	-13.1	-3.1	i	i	-2.2	i	i	i	i	i
CCN(CC(=O)NCc1ccccn1)S(=O)(=O)c1cc(Cl)ccc1Cl	i	-12.8	1.8	i	i	15.6	i	i	i	i	i
O=C(CNC(=O)c1ccco1)NCC(=O)OCc1ccc(F)cc1	i	-4.2	-7.9	i	i	8.3	i	i	i	i	i
CCCC(c1nnnn1Cc1ccc(OC)cc1)N1CCN(c2ccccc2OC)CC1 (centres undefined)	i	-5.7	4.4	i	i	-3.2	i	i	i	i	i
CCN(CC)c1ccc(NC(=O)CN2CCN(c3ccccn3)CC2)cc1	i	-3.1	0.7	i	i	2.3	i	i	i	i	i
O=C(O)CCNC(=O)c1ccc(Br)o1	i	4.3	-9.1	i	i	-21.0	i	i	i	i	i
CCN(Cc1ccncc1)C(=O)CCc1nnc(CCc2ccc(OC)cc2)o1	i	-5.1	-3.4	i	i	-5.3	i	i	i	i	i
COc1ccc(CC(=O)N2CCCC(CNC(=O)c3ccccc3Cl)C2)cc1 (centres undefined)	i	-7.3	-5.1	i	i	-0.9	i	i	i	i	i
COc1cc(/C=N/n2c(C)nc3ccccc3c2=O)ccc1O	i	-7.9	-0.7	i	i	0.2	i	i	i	i	i
Cc1sc2ncn(CC(=O)N3CCN(c4ccccc4)CC3)c(=O)c2c1S(=O)(=O)N1CCOCC1	i	-7.1	-4.3	i	i	4.0	i	i	i	i	i
CC(C)CNC(=O)CC1Nc2ccccc2NC1=O (centres undefined)	i	-16.7	-0.9	i	i	9.8	i	i	i	i	i
CCC(C(=O)O)n1nc(-c2ccccc2)c2cc(Cl)ccc21 (centres undefined)	i	-1.7	0.1	i	i	-0.8	i	i	i	i	i
COc1ccccc1NC(=O)c1csc(-n2nc(C)cc2C(F)(F)F)n1	i	-14.1	0.1	i	i	0.7	i	i	i	i	i

# Next section
compound	KCNK3 block	hERG protect	Dyrk1A ADPGlo	TRPC4 agonist	TRPC4 block	Platelet DG rel	TRPC4 potent	KCNQ1 inh	PolyA inhibitor	KCNK9 inh	KCNQ1 act
C#CCNC(=O)C1=C[C@@H](C2CCCCC2)C[C@@H](OCc2ccc(CO)cc2)O1	i	-8.0	5.1	i	i	-4.6	i	i	i	i	i
COc1ccccc1CN1C(=O)CCC1(C)C(=O)NCc1cccnc1 (centres undefined)	i	-6.6	-5.1	i	i	9.1	i	i	i	i	i
CN1CCN(C(=O)c2c(O)c3cccc4c3n(c2=O)CC4)CC1	i	-5.1	-1.1	i	i	2.8	i	i	i	i	i
O=S(Cc1cc(Sc2ccccc2)nc(-c2ccccc2)n1)c1ccccc1 (centres undefined)	i	-1.4	2.4	i	i	-5.5	i	i	i	i	i
Cc1ccc(C)c(CN2C(=O)CSc3ccc(C(=O)N4CCCC4)cc32)c1	i	-8.8	-3.4	i	i	4.7	i	i	i	i	i
CCn1c(SCc2nc(-c3ccc(OC)c(OC)c3)no2)nnc1-c1cccs1	i	-0.1	-2.7	i	i	9.2	i	i	i	i	i
CC1SC(c2ccc(F)cc2)NC1=O (centres undefined)	i	-10.7	0.6	i	i	-7.2	i	i	i	i	i
COc1ccccc1NC(=O)C(=O)N/N=C/c1ccc([N+](=O)[O-])s1	i	-1.3	·	i	i	-14.8	i	i	i	i	i
Cc1nnsc1C(=O)Nc1cccc(Cl)c1Cl	i	-5.8	-0.6	i	i	6.3	i	i	i	i	i
Cc1cccc(Cc2nnc(CCC(=O)N(CC3CC3)CC3CCCO3)o2)c1 (centres undefined)	i	-10.7	4.5	i	i	5.4	i	i	i	i	i
CC(C)c1ccccc1OCC(=O)N(C)CC(=O)Nc1ccc(F)cc1	i	-18.4	9.1	i	i	-17.1	i	i	i	i	i
